# Screening results: PubChem, several laboratories
# PPARg SRC-3 ag – PPARgamma agonists recruiting SRC-3 coactivator, primary screen, biochemical | biochemical PPARgamma/SRC-3 coactivator recruitment assay | activation, % at 8 µM | 200,000 tested, 0.26% active; in the data active means activation above about 23%;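 further: 0% = DMSO and 100% = reference agonist; some compounds past the cut are filed as inactive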
# Target sequence (P37231 whole entry, looked up): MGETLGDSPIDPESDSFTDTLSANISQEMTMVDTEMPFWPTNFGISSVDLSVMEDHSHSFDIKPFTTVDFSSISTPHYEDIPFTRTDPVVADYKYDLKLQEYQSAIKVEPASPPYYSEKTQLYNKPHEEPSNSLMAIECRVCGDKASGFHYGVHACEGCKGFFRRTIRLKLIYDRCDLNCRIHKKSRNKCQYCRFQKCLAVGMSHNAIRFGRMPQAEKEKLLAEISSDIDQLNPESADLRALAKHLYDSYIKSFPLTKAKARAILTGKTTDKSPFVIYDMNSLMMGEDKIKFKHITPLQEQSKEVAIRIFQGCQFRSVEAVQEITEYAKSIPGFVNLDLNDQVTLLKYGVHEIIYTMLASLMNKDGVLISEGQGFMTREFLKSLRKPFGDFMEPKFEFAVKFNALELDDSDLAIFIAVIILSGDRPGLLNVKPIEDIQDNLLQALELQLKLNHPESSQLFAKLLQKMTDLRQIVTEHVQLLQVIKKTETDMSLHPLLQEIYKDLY
# TNAP act hi DEA – TNAP activators at high phosphate acceptor level, primary screen, biochemical, luminescence, uHTS; purified TNAP, CDP-star luminescence, 1 M DEA, 30 min; hits give high values; 0 = EDTA background, 1 = DMSO-only activity; activation factor at 20 µM; 200,000 tested, under 10 active;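 active means activation factor at least 2 at 20 µM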
#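 system = human TNAP | amount = enzyme diluted 1/800 final | reagent = 100 µM CDP-star substrate | signal = luminescent substrate turnover signal | dosing = one dose, 20 µM | benchmarks = EDTA negative control, DMSO positive control | measure = activation factor | timing = 30 min reaction, room temperature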
# STAT1 inh – STAT1 signaling inhibitors, primary screen, cell-based, HTS, luciferase reporter | NIH 3T3 STAT1-luciferase reporter, IFN-gamma, luminescence | inhibition, % at 5.5 µM | 200,000 tested, 0.35% active;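 active means inhibition above a set limit, the mean inhibition across all tested compounds plus 3 SD, cut at about 34% in these data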;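 further: 0% = IFN-gamma with DMSO and 100% = IFN-gamma with 300 µM nifuroxazide; values of inactives mirror those of a sister screen read the other way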
# PPARg SRC-1 ag – PPARgamma agonists recruiting SRC-1 coactivator, primary screen, biochemical; PPARgamma-SRC-1 coactivator recruitment biochemical assay; 200,000 tested, 0.41% active; activation, % at 8 µM; in the data active means activation above about 19%;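 further: 0% = DMSO and 100% = reference agonist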
# bIAP act – bovine intestinal alkaline phosphatase activators, primary screen, biochemical, bovine IAP, CDP-star luminescence; alkaline phosphatase, intestinal [Bos taurus]; purified bovine IAP, 30 min; hits give high values; fold of DMSO-control signal, blank-subtracted; activation factor at 20 µM; 200,000 tested, 0.17% active; AID 1016, 2008;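 active means activation factor of 2 or more at 20 µM, a signal rise over negative controls twice the positive control's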
# ROMK primary – ROMK potassium channel modulators, primary screen, cell-based, thallium flux, MLSMR library; ATP-sensitive inward rectifier potassium channel 1 (Homo sapiens), P48048; B-score at 10 µM; 130,000 tested, 2% active; Tet-inducible ROMK, thallium flux fluorescence; actives lie on both sides;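 active means signal ratio slope over the read window, or its plate-corrected B-score, at least 3 SD from the plate mean, either direction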;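 further: B-score of the F/F0 ratio slope over 7 to 12 s after thallium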
# Target sequence (P48048 whole entry, looked up): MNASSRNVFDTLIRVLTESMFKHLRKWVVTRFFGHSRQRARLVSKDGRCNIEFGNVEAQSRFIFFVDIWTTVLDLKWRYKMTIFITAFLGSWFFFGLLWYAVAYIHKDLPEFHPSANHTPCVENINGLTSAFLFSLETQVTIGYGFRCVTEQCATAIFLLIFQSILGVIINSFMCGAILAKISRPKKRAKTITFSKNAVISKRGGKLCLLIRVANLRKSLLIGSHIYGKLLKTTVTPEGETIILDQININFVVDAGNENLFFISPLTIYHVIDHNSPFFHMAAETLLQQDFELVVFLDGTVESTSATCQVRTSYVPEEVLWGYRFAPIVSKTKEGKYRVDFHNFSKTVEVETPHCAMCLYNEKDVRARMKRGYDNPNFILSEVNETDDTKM
# STAT3 act – IL-6 driven STAT3 reporter potentiators, primary screen, U3A cells, luciferase, luminescence, MLSCN library; AID 871, 2007; IL-6 STAT3-luciferase reporter; 100% = signal with IL-6 EC80 alone; activation (% of control), % at 5.6 µM; 190,000 tested, 0.91% active;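 active means activation above the screen-wide mean of compound activation plus 3 SD, cut at about 130% in these data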;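 further: 0% = background luminescence of wells with medium and substrate only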
#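 Material: STAT3-luciferase reporter U3A cells; Probe or stimulus: IL-6 (33 ng/mL); Incubation: compound pre-incubation 1 h before IL-6, then 6 h stimulation at 37 °C; Technique: luminescence from STAT3-driven luciferase reporter; Evaluation: % activation versus median of IL-6-stimulated wells; Controls: IL-6-only high control.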
# PPARg SRC-2 ag – agonists of PPARg-SRC-2 recruitment, primary screen, biochemical, HTS; Peroxisome proliferator-activated receptor gamma (Homo sapiens), P37231; PPARgamma LBD-SRC-2 recruitment; activation, % at 8 µM; 200,000 tested, 0.34% active; AID 1032, 2008; in the data active means activation above about 22%;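 further: 0% = vehicle and 100% = reference agonist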
# bIAP inh – bovine intestinal alkaline phosphatase inhibitors, primary screen, selectivity assay for TNAP inhibitor project, biochemical, bovine IAP, CDP-star luminescence; alkaline phosphatase, intestinal [Bos taurus]; purified bovine IAP, 30 min; inhibition, % at 20 µM; 190,000 tested, under 10 active; AID 1019, 2008;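 active means over 50% inhibition of intestinal alkaline phosphatase at 20 µM in the single-dose screen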
#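 test system = bovine IAP enzyme | medium = DEA buffer 100 mM, pH 9.8, with MgCl2 1.0 mM, ZnCl2 0.02 mM | detection = luminescence | dosing = single compound dose of 20 µM, 2% DMSO final | incubation = 30 min reaction at room temperature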
# STAT3 inh – IL-6 driven STAT3 reporter inhibitors, primary screen, U3A cells, luciferase, luminescence, MLSCN library; inhibition, % at 5.5 µM; AID 862, 2007; 190,000 tested, 0.89% active; IL-6 STAT3-luciferase reporter; host cell line lacks STAT1;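 active means inhibition above the mean inhibition across all screened compounds plus 3 SD, cut at about 44% in these data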;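 further: 0% = DMSO only wells and 100% = 100 µM nifuroxazide control wells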
# TR-FRET SRC-2 ct – TR-FRET signal artefacts, primary screen, artefact control for PPARgamma SRC-2 agonist project, biochemical; TR-FRET artefact counter-screen; hits give high values; TR-FRET ratio at 8 µM; 200,000 tested, 0.4% active; in the data active means TR-FRET ratio above about 2000; further: inactives centre near 1500
# * marks the source's active call; other numbers are inactive results; / = no result given.
SMILES,PPARg SRC-3 ag,TNAP act hi DEA,STAT1 inh,PPARg SRC-1 ag,bIAP act,ROMK primary,STAT3 act,PPARg SRC-2 ag,bIAP inh,STAT3 inh,TR-FRET SRC-2 ct
Cc1ccc2c(COn3nnc4ccc(S(=O)(=O)N(C)C)cc43)cc(=O)oc2c1C,2.4,1,2.4,9.1,1,/,101.1,0.0,2.6,1.4,1553
COc1ccccc1CCc1nnc(CCC(=O)NCC(C)Oc2cccnc2)o1 (centres undefined),-2.7,1,-1.5,-4.5,0.9,1.41,101.4,-8.8,8.8,2.8,1537
C/C(=N\NC(=O)c1cc(-c2ccc(C)s2)[nH]n1)c1ccco1,1.0,0.9,-13.3,7.3,0.9,0.0581,85.5,9.6,14.3,19.9,1744
CCCNC(=O)C12CCC(C)(C(=O)C1Br)C2(C)C (centres undefined),-3.4,1,-11.1,-4.5,1,0.673,100.8,-9.2,2.9,1.7,1472
O=C(/C=C/c1ccc([N+](=O)[O-])cc1)NCc1ccc2c(c1)OCO2,1.0,1,-0.3,2.0,1,-0.0275,98.5,5.3,4.4,6.1,1591
NC(=O)c1c(NC(=O)C2COc3ccccc3O2)sc2c1CCN(Cc1ccccc1)C2 (centres undefined),-2.1,1,-9.8,4.0,1.1,-1.61,89.3,0.0,-9.7,20.2,1639
O=C(Cc1c[nH]c2ccccc12)NCc1ccc(Cl)cc1,0.5,1,3.9,-7.5,1,0.209,99.8,4.7,0.0,0.5,1417
C=CCNc1ncnc2ccc(Br)cc12,-1.8,1,12.8,0.1,1,-2.54,87.7,1.4,-1.4,20.4,1670
CCc1cccc(CC)c1-n1c(SCC(=O)c2c(N)n(C)c(=O)n(C)c2=O)nnc1-c1cccnc1,3.6,1,-2.7,1.3,0.7,-0.0919,104.4,13.2,27.7,-5.2,1626
COC(=O)c1c(N)sc(C(C)=O)c1C,-2.1,1,-6.3,6.9,1,/,101.9,-6.7,-0.7,2.5,1524
O=C(NCCN1CCCC1=O)Nc1ccccc1,7.8,1,-6.8,4.8,0.9,/,98.0,0.2,8.6,6.5,1506
Cc1ccccc1Oc1ccc(S(=O)(=O)NCCC(=O)O)cc1,4.4,1,9.5,6.9,0.9,/,97.3,1.0,10.2,9.0,1618
CCc1ccc2c(c1)c1nnc(NN)nc1n2CC,4.6,0.9,-4.5,-2.7,1,-0.508,103.7,9.1,-0.8,-0.6,1599
CCc1ccc(NC(=O)COc2ccc(Br)cn2)cc1,-0.8,1,1.9,-6.7,1.1,-0.519,106.0,-2.8,-8.4,-3.3,1355
CCC(O)CNC(=O)NC(=C(Cl)Cl)c1ccc(C)c(F)c1 (centres undefined),0.6,1,-3.8,-3.9,0.9,-0.473,100.3,0.7,8.7,-1.9,1475
CC1CCCN(C(=O)C(C)Sc2nc(-c3ccccc3)cc(C(F)(F)F)n2)C1 (centres undefined),10.4,1,3.0,7.6,0.9,-0.28,94.9,12.0,11.9,12.6,1469
Cc1sc2nc(CSc3nc4ccccc4s3)[nH]c(=O)c2c1C,-1.5,0.9,6.6,4.8,1.2,0.209,115.7,-6.0,-21.8,-9.8,1300
Oc1ccc(Oc2ccc3c(C(F)(F)F)cc(C(F)(F)F)nc3n2)cc1,3.2,1,61.5*,-5.4,1,/,84.7,-2.9,3.6,19.6,1302
COc1cc(C(=O)Nc2ccc(NC(=O)c3ccco3)nc2)cc(OC)c1OC,-2.4,1,5.2,-3.2,0.9,/,87.4,-2.4,8.0,17.0,1414
Cn1cccc1C(=S)N=P(C1CCCCC1)(N1CCOCC1)N1CCOCC1,1.7,1,-7.8,7.9,0.9,/,105.5,-0.6,6.8,-0.8,1557
CCCCNC(=O)C1(NC(=O)Nc2ccccc2)CCCCC1,0.3,1.1,-6.6,4.0,1,-0.0536,106.5,-6.0,-3.7,4.7,1581
O=C(NC1CC1)c1cccc(Nc2ccc(-c3ccc4c(c3)OCCO4)nn2)c1,-3.6,1,-10.2,-4.6,1,-0.769,87.2,3.7,-0.8,18.8,1545
CCOc1ccccc1NC=C1C(=O)OC(C)(C)OC1=O,9.4,1.1,-1.2,4.4,0.9,/,101.4,5.1,5.8,9.7,1545
COc1ccc(-c2cc3ccccc3n2CC(O)CN2CCOCC2)cc1 (centres undefined),2.5,1,5.2,6.5,1,0.0627,105.1,4.8,-4.8,-1.7,1651
CCOC(=O)C1(Cc2ccccc2C(F)(F)F)CCN(Cc2ccc(COC)o2)CC1,0.6,1.1,16.0,-1.6,1.1,0.27,110.9,-3.4,-13.7,-6.3,1608
CN(C)c1oc(COc2ccccc2F)nc1C#N,11.5,1,-15.8,5.7,0.9,-0.463,98.4,6.4,10.0,5.1,1529
Cc1ccc(C)c(NC2=NCC(=O)N2C2CCCCC2)c1,1.2,1,-5.5,-1.2,1,/,103.7,1.3,-2.5,-1.3,1440
O=C(NC(c1ccc(Cl)cc1)c1cc(Cl)c2cccnc2c1O)c1cccnc1 (centres undefined),9.0,1,10.7,4.4,1,1.24,92.4,10.8,-1.4,7.8,1458
O=C1CN(C(=O)COC(=O)/C=C/c2ccc(OC(F)F)cc2)c2ccccc2N1,-1.6,1,-6.9,-0.4,1.3,/,112.3,-3.3,-32.7,-8.0,1462
Cn1c(CNC(=O)c2ccccc2F)nnc1SCCOc1ccccc1,3.2,1.1,-3.2,3.1,1,-0.109,104.1,-2.2,3.4,0.0,1342
COc1ccc(-n2nc(N)c3c(=O)oc(N(C)C)nc32)cc1,10.5,1,-0.1,-0.9,0.9,/,90.3,14.1,6.1,17.4,1754
COc1ccc(C(C)=O)cc1COC(=O)Cn1cnc2ccccc2c1=O,1.0,1.1,-4.2,3.3,1,/,102.6,5.7,2.7,0.3,1584
CCn1nc(NC(=O)c2cccs2)c2cc3ccccc3nc21,4.1,1,-6.9,-4.0,1.2,-0.973,87.2,-3.4,-20.4,16.6,1435
CCOC(=O)Nc1nnc(-c2cccc(OC)c2)s1,-3.5,1,-6.5,2.0,0.8,/,84.0,2.3,15.0,21.7,1533
Cc1ccc(S(=O)(=O)CCc2nc3ccccc3s2)cc1,9.3,1,3.4,5.8,1,/,114.6,7.1,2.6,-15.7,1519
COc1ccc(CN2C(=O)CN=C2Nc2ccc(C)cc2C)cc1,-4.4,1,-1.6,-1.5,1,/,102.2,0.9,4.7,2.3,1499
S=c1[nH]nc(-c2ccc3ncccc3c2)n1-c1ccc2c(c1)OCCO2,2.5,0.9,-2.9,0.4,0.9,0.267,93.4,-0.6,8.8,17.2,1518
CC(Sc1nnc(C(C)N(C)C)n1-c1ccc(Cl)cc1)C(=O)Nc1ccc2c(c1)OCO2 (centres undefined),-8.0,1,-7.5,-4.3,1,/,110.8,6.7,-3.5,-10.5,1579
Cc1ccccc1-c1n[nH]c(=S)n1/N=C/c1c(C)nn(-c2ccccc2)c1C,5.4,1,-1.8,8.3,1.1,/,95.6,6.6,-13.6,8.0,1819
COc1ccc(C(=O)NN(C)c2nc(-c3ccccc3)cc(C)c2S(C)(=O)=O)cc1,11.0,1,4.7,3.6,0.9,-0.289,91.0,16.7,11.8,17.4,1611
NS(=O)(=O)c1ccc(CCNC(=O)CSc2cccs2)cc1,1.6,1,1.8,-6.3,1,0.0428,110.0,-4.3,-4.3,-5.4,1485
COc1ccc(-c2nc3ccncc3[nH]2)cc1OC,4.6,1.1,1.7,5.6,0.9,/,113.8,-3.5,7.8,-13.5,1674
CC1Cc2ccccc2N1C(=O)c1ccnc(C(C)(C)C)c1 (centres undefined),7.9,1,21.1,7.1,1.1,-0.592,93.3,3.6,-5.2,11.2,1597
CCCN(CCC)CCCNC(=O)C1c2cc(OC)c(OC)cc2C(=O)N(C)C1c1cccnc1 (centres undefined),1.3,1,-5.2,8.2,1.2,0.388,101.6,2.0,-20.3,0.2,1490
O=C(Nc1cccc(Cl)c1)c1csc(-c2ccccc2)n1,2.4,1.1,-4.0,9.5,0.1,/,103.5,5.1,/,6.1,1578
CCC(C)NC(=O)C1CN(S(=O)(=O)c2ccccc2)CCN1S(=O)(=O)c1ccccc1 (centres undefined),0.1,1,4.7,12.2,1.1,/,104.4,3.5,-9.6,1.3,1556
Cc1c(C(=O)N2CCC(C)CC2)sc2ncnc(N(C)c3ccccc3)c12,9.3,1,8.5,8.1,0.9,/,107.9,8.0,14.9,-7.0,1762
Cc1cc(-c2ccco2)n(CC(=O)NCc2ccco2)n1,0.2,1.1,1.9,0.4,0.9,/,97.2,-0.1,5.6,8.3,1732
COCCN=C1Sc2nc3c(C)cccc3cc2CN1Cc1ccco1,2.8,1,9.4,7.5,1,/,93.7,-7.3,4.5,11.4,1447
Cc1ccc(N2CC(C(=O)Nc3ccccn3)CC2=O)cc1 (centres undefined),3.5,1.1,6.2,1.2,1,/,99.8,-2.2,0.6,4.4,1323
Cc1cnc(C(=O)OCC(=O)N(Cc2ccccc2)C(C)C)cn1,-0.5,1,-8.6,-0.8,1,-0.479,96.6,2.0,0.0,6.5,1694
Cc1nnc(SCC(=O)Nc2c(C)n(C)n(-c3ccccc3)c2=O)n1Cc1ccccc1,1.3,1,-2.5,3.0,1,0.745,97.4,1.8,-4.2,6.8,1514

# Fetched one by one from above (four):
SMILES,PPARg SRC-3 ag,TNAP act hi DEA,STAT1 inh,PPARg SRC-1 ag,bIAP act,ROMK primary,STAT3 act,PPARg SRC-2 ag,bIAP inh,STAT3 inh,TR-FRET SRC-2 ct
NC(=O)c1c(NC(=O)C2COc3ccccc3O2)sc2c1CCN(Cc1ccccc1)C2 (centres undefined),-2.1,1,-9.8,4.0,1.1,-1.61,89.3,0.0,-9.7,20.2,1639
COCCN=C1Sc2nc3c(C)cccc3cc2CN1Cc1ccco1,2.8,1,9.4,7.5,1,/,93.7,-7.3,4.5,11.4,1447
C=CCNc1ncnc2ccc(Br)cc12,-1.8,1,12.8,0.1,1,-2.54,87.7,1.4,-1.4,20.4,1670
Cc1ccccc1Oc1ccc(S(=O)(=O)NCCC(=O)O)cc1,4.4,1,9.5,6.9,0.9,/,97.3,1.0,10.2,9.0,1618

# Rows are unselected; 3.7% or so of the library scored in one or more.
